# From PubChem BioAssay
# SUMO HTRF inh: inhibitors of human SUMOylation (UBC9) | HTRF SUMOylation assay, SAE1/SAE2 + UBC9, in vitro | inhibition, % at 35 µM | P63279 | AID 2006 | hit rate 0.36% among 290,000; in the data active = inhibition above about 50%, passing the limit was not always enough; note: strong numbers were not always called active
# Target sequence (P63279 whole entry, looked up): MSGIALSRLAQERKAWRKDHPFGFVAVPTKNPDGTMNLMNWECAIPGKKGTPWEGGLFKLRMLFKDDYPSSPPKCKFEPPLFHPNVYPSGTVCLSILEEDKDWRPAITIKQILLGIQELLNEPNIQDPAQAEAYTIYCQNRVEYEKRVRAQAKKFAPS
# MEKK3 PB1 HTS: MEKK3-MEK5 PB1 interaction, increase or decrease. bead-based flow cytometry, Alexa488-MEK5 binding to MEKK3; actives lie on both sides; 0 = blocked by unlabeled MEK5, 100 = vehicle. binding response (% of control), % at 10 µM. hit rate 1.4% among 290,000. AID 1529;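 active = binding response more than 3 SD above or below the average of its plate-row segment, actives on both sides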;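 note: Alexa488 bead fluorescence after subtracting the streptavidin-only scavenger bead signal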
# Target sequence (Q99759 whole entry, looked up): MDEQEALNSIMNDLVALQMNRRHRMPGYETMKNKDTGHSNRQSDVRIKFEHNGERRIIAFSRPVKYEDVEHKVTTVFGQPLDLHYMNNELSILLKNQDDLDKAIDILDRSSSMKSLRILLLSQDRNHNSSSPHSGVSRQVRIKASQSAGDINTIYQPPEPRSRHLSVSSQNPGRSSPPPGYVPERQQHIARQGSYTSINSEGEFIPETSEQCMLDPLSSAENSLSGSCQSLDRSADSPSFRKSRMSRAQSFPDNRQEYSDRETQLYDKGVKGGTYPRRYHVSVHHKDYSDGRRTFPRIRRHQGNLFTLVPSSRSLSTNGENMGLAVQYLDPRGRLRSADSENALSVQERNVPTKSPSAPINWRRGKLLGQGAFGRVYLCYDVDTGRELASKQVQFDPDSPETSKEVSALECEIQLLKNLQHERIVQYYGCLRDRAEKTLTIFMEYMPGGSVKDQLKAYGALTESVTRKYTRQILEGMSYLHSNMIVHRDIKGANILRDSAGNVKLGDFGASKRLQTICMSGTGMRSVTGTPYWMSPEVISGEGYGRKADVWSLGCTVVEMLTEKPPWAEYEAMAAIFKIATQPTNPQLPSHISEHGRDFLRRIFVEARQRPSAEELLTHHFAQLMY
# HCV NS3 hel inh: HCV NS3 helicase inhibition | NS3 helicase DNA unwinding, Cy5 molecular beacon fluorescence | AID 1800 | hit rate 0.56% among 290,000 | inhibition, % at 10.9 µM;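 active = inhibition above the mean of all tested compounds plus 3 SD, set per campaign, cut at about 35% in these data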;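 note: 0% = DMSO wells and 100% = thioflavine S control wells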
#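 System: NS3 helicase fragment of HCV / Schedule: 1 h at 25 °C / Control set: DMSO alone as 0% and 110 µM thioflavine S as 100% / Reagent: Cy5/quencher beacon DNA duplex and ATP to start / Technique: Cy5 fluorescence / Replication: singlicate / Evaluation: % inhibition of end-to-start signal ratio versus controls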
# MEKK2 WT-MEK5: raises or lowers MEK5 binding to wildtype human MEKK2 PB1 domain; bead flow cytometry, Alexa488-MEK5 binding to MEKK2 WT; actives lie on both sides; binding response (% of control), % at 10 µM; hit rate 1.1% among 290,000; in the data active = binding response below about 67% or above about 130%
# MEKK2 mut-MEK5: signal of MEK5 binding to mutant human MEKK2 PB1 domain; bead flow cytometry, Alexa488-MEK5 binding to MEKK2 mutant; percent response, % at 10 µM; hit rate 0.35% among 290,000; AID 1530; in the data active = percent response above about 24%, passing the limit was not always enough; note: inactives centre near 1; some results filed as inactive read as strong as hits
# GalR3 antagonist: antagonists of human GalR3 | inhibition, % at 3 µM | O60755 | hit rate 0.44% among 360,000 | HEK293 GalR3-CNG cAMP membrane potential fluorescence; galR3 body fused to GalR1 C-terminus | AID 651719;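 active = inhibition above the screen-wide average plus 3 SD, cut at about 13% in these data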;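 note: forskolin and galanin both at EC90 stimulate the cells; cAMP rise reported by CNG channel membrane potential dye signal; 0% = forskolin plus galanin with DMSO and 100% = forskolin alone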
# Target sequence (O60755 1-299 limits assumed): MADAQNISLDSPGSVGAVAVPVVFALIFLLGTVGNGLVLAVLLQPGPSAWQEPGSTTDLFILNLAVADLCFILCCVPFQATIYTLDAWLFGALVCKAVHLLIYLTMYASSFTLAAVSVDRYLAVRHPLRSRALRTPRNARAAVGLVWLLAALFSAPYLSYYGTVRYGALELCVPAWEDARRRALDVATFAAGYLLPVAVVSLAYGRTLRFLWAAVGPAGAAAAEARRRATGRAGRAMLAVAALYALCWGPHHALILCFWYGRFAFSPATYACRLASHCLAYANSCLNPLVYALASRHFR
# CRFR2-BP ag: CRF-BP/CRF-R2 complex agonism; hit rate 0.46% among 350,000; HEK293 CRF-R2/CRF-BP, calcium dye fluorescence (FLIPR); percent of saturating CRF peptide response; AID 588473; activation, % at 13.2 µM;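 active = activation of at least 50%, plus an integration ratio under a set limit after plate pattern correction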;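 note: plate controls were neutral control wells without compound for no effect and CRF at EC100 for full effect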
# FID counter: displaces DNA intercalator in HCV helicase counter-screen; DNA fluorescent intercalator displacement, fluorescence; inhibition, % at 7.9 µM; hit rate 0.17% among 290,000; AID 1845; in the data active = inhibition above about 37%;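 note: 0% = vehicle and 100% = reference compound; higher means more ethidium bromide displaced from hairpin DNA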
# CRFBP-R2 block: CRF-BP/CRF-R2 complex antagonism; HEK293 CRF-R2/CRF-BP, CRF-induced calcium fluorescence; inhibition, % at 11.8 µM; hit rate 0.59% among 350,000; AID 588475;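 active = inhibition of the ligand-induced calcium signal above about 50% at the single tested concentration, limit read from the data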
# The depositor's hits bear a star; nt = not tested or not shown; [ ] = dose if it differs, or a comment. Not all compounds are listed; count on the stated rates, not on these rows.
# Below each compound – GalR3 antagonist	MEKK2 mut-MEK5	HCV NS3 hel inh	CRFR2-BP ag	SUMO HTRF inh	MEKK3 PB1 HTS	MEKK2 WT-MEK5	FID counter	CRFBP-R2 block
1) Fc1cccc(CN2CCN(C(=S)NCCc3ccccc3)CC2)c1
  -4	-2	-9	-1.4	-20	99	103	-7	-14
2) O=C(c1ccccc1Br)N1CCN(c2ccccc2)CC1
  -6	-6	-3	-2.8	2	89	88	-15	-22
3) CCOC(=O)C(NCc1ccccn1)(NC(=O)c1cccnc1)C(F)(F)F (centres undefined)
  -4	13	3	-3.3	16	104	106	-2	61*
4) CN1/C(=C\C(=O)c2oc3ccccc3c2N)C(C)(C)c2ccccc21
  -2	-8	-3	-1.3	0	97	94	-7	3
5) CCOc1ccc2cc(C#N)c(SCC(=O)OC)nc2c1
  -4	-1	-4	0.4	-2	96	94	-1	24
6) Cc1ccc(S(=O)(=O)NCCC(=O)OCC(=O)Nc2ccccc2Cl)cc1
  -4	-3	6	-1.9	18	97	88	-11	2
7) CCN(CC)S(=O)(=O)c1ccc(N2CCOCC2)c(NC(=O)c2cccc(C#N)c2)c1
  0	-3	-3	-1.1	-4	97	96	-11	5
8) CC(=O)c1c(C)[nH]c(C(=O)COC(=O)CCSc2ccccc2)c1C
  -3	1	-2	2.4	8	155*	113	-16	5
9) CCCCCCCCCCS(=O)(=O)N/N=C/c1ccc([N+](=O)[O-])cc1
  -8	3	7	-2.2	-2	103	104	-10	-4
10) N#Cc1nc(COc2ccccc2)oc1N1CCN(Cc2ccccc2)CC1
  -6	6	-7	0.4	-7	112	112	-23	22
11) CCOC(=O)N1CCN(C(=O)CSc2nc(C)nc3c2c(=O)n(C)c(=O)n3C)CC1
  -7	-6	7	-1.3	9	92	87	-17	-5
12) CC(C)CC(C(=O)Nc1ccccc1)N1C(=O)C2C3C=CC(C3)C2C1=O (centres undefined)
  0	0	1	0.8	-5	102	104	-11	2
13) O=S(=O)(c1ccc(Br)cc1)n1c(Cc2ccccc2)nc2ccccc21
  1	1	-1	-2.4	-10	101	89	6	-4
14) O=C(N/C(=C\c1ccco1)C(=O)N1CCCC(CO)C1)c1ccccc1 (centres undefined)
  -7	3	-4	-1.3	15	103	107	-27	2
15) COP(=O)(OC)C(Nc1ccc([N+](=O)[O-])cc1)c1ccccc1 (centres undefined)
  -2	-14	4	-2.5	15	83	85	-4	7
16) CC1CCCC(NC(=O)C2CCN(S(=O)(=O)N3CCCCC3)CC2)C1C (centres undefined)
  -5	6	0	2.5	16	104	107	-27	8
17) O=C(O)c1cn(-c2ccccc2)nc1-c1cccnc1
  -7	9	-4	-0.7	10	112	110	-4	10
18) CCOc1cc(/C=N/N=C2/NC(=O)C(CC(=O)O)S2)ccc1OCc1ccccc1Cl (centres undefined)
  -1	-1	-8	1.5	12	109	112	-36	0
19) C/C(=N\NC(=O)c1cc(C)nc2ccc(C)cc12)c1ccncc1
  -4	5	4	-0.3	3	104	106	-20	3
20) CSC1=N/C(=C\c2ccc(C)s2)C(=O)S1
  -9	-1	2	-4.9	6	92	100	-2	33

# Records 19–20, reprinted for reference:
# Below each compound – GalR3 antagonist	MEKK2 mut-MEK5	HCV NS3 hel inh	CRFR2-BP ag	SUMO HTRF inh	MEKK3 PB1 HTS	MEKK2 WT-MEK5	FID counter	CRFBP-R2 block
19) C/C(=N\NC(=O)c1cc(C)nc2ccc(C)cc12)c1ccncc1
  -4	5	4	-0.3	3	104	106	-20	3
20) CSC1=N/C(=C\c2ccc(C)s2)C(=O)S1
  -9	-1	2	-4.9	6	92	100	-2	33

# Next results:
# Below each compound – GalR3 antagonist	MEKK2 mut-MEK5	HCV NS3 hel inh	CRFR2-BP ag	SUMO HTRF inh	MEKK3 PB1 HTS	MEKK2 WT-MEK5	FID counter	CRFBP-R2 block
21) CCN1C(c2ccccc2)=C(c2ccccc2)S/C1=C\C=C1/SC(=S)N(C)C1=O
  0	-22	9	2.1	nt	33*[inhibitor]	-8.0*	4	-4
22) O=C(c1cn[nH]c1)N1CCc2c([nH]c3ccccc23)C1c1c(F)cccc1Cl (centres undefined)
  -5	-9	-9	21	-5	108	95	-11	-89
23) COc1ccc(C(=O)NCC(=O)N/N=C/c2ccc([N+](=O)[O-])o2)cc1OC
  -2	31	6	0.8	25	133*	121	-12	-10
24) COc1ccc(-n2c(=S)[nH]c3cc(C(=O)O)ccc3c2=O)cc1
  7	-8	-12	-0.8	-2	97	92	0	24
25) C=CCn1c(-c2csc3ccccc23)n[nH]c1=S
  -3	2	-1	0.2	3	97	96	-9	0
26) O=C(/C=C/c1ccccc1[N+](=O)[O-])NCc1cccnc1
  -8	10	5	17	0	97	98	0	-22
27) CC(C)(C)NC(=O)COc1ccc(-c2ccccc2)cc1
  -5	1	-3	25	-16	102	105	-13	-92
28) COc1ccc(-n2nc([N+](=O)[O-])c(=NCCC3=CCCCC3)n2O)cc1
  7	0	-1	-0.9	1	99	97	-10	2
29) Cn1c(NC(=O)CC(C)(C)C)cc(=O)n(C)c1=O
  1	1	23	1.5	6	104	108	-10	-9
30) COc1cc(CN(CCc2c(C)[nH]c3ccc(C)cc23)C(=S)NC(C)(C)C)cc(OC)c1OC
  -5	0	-16	0.2	-10	113	110	2	-24
31) COc1ccc(NS(=O)(=O)c2cc(N/C(=N\S(=O)(=O)c3ccccc3)c3ccc(F)cc3)ccc2Cl)cc1
  -4	-2	-7	-0.3	-7	89	88	-4	-10
32) CC(=O)Nc1cccc([N+](=O)[O-])c1
  0	-1	-9	-0.9	-12	104	102	-1	6
33) O=C(c1cccc([N+](=O)[O-])c1)c1cc2ccccc2o1
  2	1	-4	-1.5	27	108	104	2	22
34) Cc1ccccc1Nc1nc(N)nc(COC(=O)CCS(=O)(=O)c2ccccc2)n1
  -2	-1	-7	1.0	4	102	99	-9	-4
35) CCOC(=O)C1CCN(C(=O)CSc2n[nH]c(=O)[nH]c2=O)CC1
  1	3	-2	-0.7	7	100	103	-4	-13
36) CCOCCCNC(=O)C(NC(=O)c1ccc(=O)[nH]c1)c1ccc(C)cc1 (centres undefined)
  4	6	3	5.5	19	95	94	0	37
37) COc1ccc(C(=O)Nc2cccnc2)cc1S(=O)(=O)N1CCOCC1
  -5	1	2	-2.1	-4	100	96	0	19
38) COc1cccc(CC2(CO)CCCN(Cc3nc(-c4cccs4)oc3C)C2)c1 (centres undefined)
  -4	-8	-20	1.9	7	98	94	10	-18
39) Cc1cc(C(=O)CSc2ccc(F)cc2)cc(C)c1OC(=S)N(C)C
  -1	6	-3	7.5	-11	109	104	-9	14
40) C=CCn1c(=S)[nH]c2cc(-c3ccccc3)sc2c1=O
  -7	1	3	-0.7	7	100	105	-3	1
41) Cn1cc(SCC(=O)Nc2ccc3c(c2)OCO3)c2ccccc21
  nt	11	-2	-8.8	-7	110	116	-4	34
42) CCC(Cc1ccccc1)NC(=O)C1CCN(S(=O)(=O)c2ccc3c(c2)CC(C)N3C(C)=O)CC1 (centres undefined)
  0	2	-13	-1.8	-8	98	100	-56	40
43) Cc1cc(C)cc(N(CC(=O)N2CCC(C)CC2)S(C)(=O)=O)c1
  -3	1	0	-1.1	15	99	100	-13	9
44) CCCCN(CCCC)C(=S)N/N=C/c1c(C)[nH]n(-c2ccccc2)c1=O
  3	-4	-2	15	-32	86	91	-4	42
45) COc1cc(Cn2c(=O)c3c(OC)c(C)cnc3n(C)c2=O)cc(OC)c1
  -7	-2	27	-1.1	-2	94	96	-44	18
46) O=S(=O)(c1ccc(NC(=S)N/N=C/c2c3ccccc3cc3ccccc23)cc1)N1CCOCC1
  -4	-4	-1	2.1	8	98	89	-4	-10
47) COc1ccc(-n2nc3c(c2NC(=O)C(C)Cl)CSC3)cc1 (centres undefined)
  -1	0	-4	0.5	13	97	97	0	14
48) Nn1c(SCC(=O)Nc2ccc3c(c2)OCO3)nncc1=O
  3	6	17	1.0	0	102	102	-3	0
49) O=C(NCc1ccccn1)C1CCC(=O)N1C1CCCCC1 (centres undefined)
  5	-8	-7	-1.9	-8	97	97	-2	11
50) Cc1ccc(C(=O)COC(=O)c2ccc(O)cc2)cc1
  -1	-3	0	-5.2	10	109	102	-5	19
51) COc1ccc2c(c1)C(c1ccc(N3CCOCC3)cc1)=NNC(c1cccnc1)=N2
  -2	4	4	-0.4	-11	123	99	-24	10
52) Cc1nc2ccc(S(=O)(=O)NC(C(=O)N3CCCC3)C(C)C)cc2s1 (centres undefined)
  0	2	12	-1.3	-25	105	103	-7	6
53) CC(=O)Nc1ccc(SCC(=O)c2cc(C)n(CC(F)(F)F)c2C)cc1
  -1	1	-11	3.3	12	97	97	-20	-35
54) CC(C)CN(CC(C)C)c1nc(N)c(C#N)c(CC#N)c1C#N
  -1	-4	8	2.7	-10	88	87	-13	-3
55) COc1cc(/C=N/Nc2cc(C)nc(N)n2)ccc1O
  -4	3	8	-1.2	-5	102	106	8	-2
56) CC1CC(C)CN(C2CCN(Cc3cccnc3)CC2)C1 (centres undefined)
  3	-8	-3	2.6	8	91	91	4	-6
57) Cc1ccccc1NC(=O)c1nn(-c2ccc(F)c(F)c2)ccc1=O
  7	-1	-6	-1.1	11	101	101	-1	-2
58) Nc1nc(-c2ccccc2)c(-c2ccc([N+](=O)[O-])cc2)s1
  nt	-11	-16	14	-2	75	82	4	-51
59) CCCCCCn1c(N2CCC(C)CC2)nc2c1c(=O)[nH]c(=O)n2C
  -3	0	-4	-1.0	7	107	103	-15	-29
60) COc1ccc(C(=O)NC2CC3CCCC(C2)N3Cc2ccccc2)cc1OC (centres undefined)
  -9	4	-3	-0.9	10	108	111	6	7
61) O=c1n(-c2cccc(Cl)c2)c(=O)n2n1CCC2
  -2	-2	-7	-1.0	18	100	98	0	4
62) O=c1[nH]c(-c2ccc(Cl)cc2)nc(=S)[nH]1
  -2	-3	-3	-2.0	2	99	96	0	10
63) Oc1cccc(/C=N/Nc2ncnc3c2ncn3Cc2ccccc2)c1
  -1	-2	4	-0.2	5	96	96	-19	-15
64) CCn1c(SCC(=O)OC2CCCCC2)nc2ccccc2c1=O
  -6	4	-4	5.7	5	101	100	-22	3
65) Cc1cnc(NCCc2ccccc2)s1
  2	-1	7	0.2	8	104	104	-3	-5
66) CCOc1cc(/C=C2\SC(=N)N(c3nonc3N)C2=O)ccc1OCCN1CCOCC1
  -10	1	4	1.1	6	96	99	-1	36
67) CC1Cc2ccccc2N1C(=O)CCNS(=O)(=O)c1ccc2c(c1)CCC(=O)N2 (centres undefined)
  0	-1	0	3.7	0	100	98	-8	-37
68) COCc1c(C(=O)Nc2nc(C)cs2)oc2ccccc12
  -1	2	-2	-1.1	11	110	105	-7	-2
69) CC(C)Oc1cccc(-c2cc(C(=O)NN3CCOCC3)c3ccccc3n2)c1
  -1	7	11	0.1	11	100	104	-35	9
70) COc1cc(C(C)=O)ccc1OCC(O)CN1CCN(c2ccccn2)CC1 (centres undefined)
  -9	0	4	-0.6	2	103	103	-8	21

# Carrying on:
# Below each compound – GalR3 antagonist	MEKK2 mut-MEK5	HCV NS3 hel inh	CRFR2-BP ag	SUMO HTRF inh	MEKK3 PB1 HTS	MEKK2 WT-MEK5	FID counter	CRFBP-R2 block
71) COc1cccc(OCC(O)CNC(C)c2ccccc2)c1 (centres undefined)
  -2	4	3	1.8	11	102	107	8	-12
72) Cc1ccccc1OCC(=O)Nc1ccc2c(c1)C(=O)N(CCC(=O)O)C2=O
  -1	9	0	1.4	8	105	105	-47	5
73) CC(=O)NCCc1c[nH]c2ccc(O)cc12
  nt	2	nt	0.4	nt	102	106	nt	-8
74) CCOC(=O)Cn1nc(C)c(NC(=O)COc2ccc(C)c(C)c2)c1C
  1	-4	0	-0.9	-4	95	95	-15	7
